Compound activity deposited in PubChem by several laboratories.
p97 inhibitor – blocks human p97 ATPase activity | P55072 | recombinant p97 ATPase, Kinase-Glo ATP luminescence, 3 h | inhibition, % at 8 µM | actives 0.42% (n = 220,000); in the data active = inhibition above about 15%;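 also: 0% = DMSO vehicle and 100% = wells lacking enzyme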
NPY1 pot ag – potentiators or agonists of human neuropeptide Y receptor Y1; NPY-Y1 expressing cells, potentiator/agonist activation; P25929; AID 1304; actives 0.37% (n = 220,000); activation, % at 3.6 µM; in the data active = activation above about 33%, passing the limit was not always enough;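 also: cells stimulated with NPY at EC10 then isoproterenol at EC100; 0% = low agonist plus stimulus and 100% = saturating agonist plus stimulus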
S1P4 agonist – human S1P4 receptor agonism | O95977 | S1P4-expressing cell line, agonist reporter assay | activation, % at 4.98 µM | actives 0.35% (n = 220,000); in the data active = activation above about 11%;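 also: 0% = DMSO vehicle and 100% = reference agonist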
EP2 mod – EP2 receptor (human) modulation; P43116; EP2-expressing cells, cAMP HTRF FRET, PGE2 co-stimulation; induction, % at 25 µM; actives 0.83% (n = 260,000); AID 940;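 active = compounds whose cAMP rise, as percent of the full-agonist control response, exceeds 60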;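 also: rat C6 glioma line stably carrying human EP2 under a CMV promoter; the protocol text gives 20 µM as final concentration; 100% = response of wells given 1 µM PGE2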
NPY-Y1 antag – antagonists of human neuropeptide Y receptor Y1; inhibition, % at 3.6 µM; HEK293-CNG Y1 cells, membrane potential fluorescence; NPY at EC95, then isoproterenol; actives 1% (n = 200,000); P25929;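 active = inhibition above the campaign mean inhibition of all tested compounds plus 3 SD, cut at about 20% in these data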;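 also: 0% = DMSO wells given NPY plus isoproterenol and 100% = isoproterenol alone without NPY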
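Test system – HEK293 Y1/CNG channel cell line · Also added – NPY agonist 25 nM, then isoproterenol 1 µM plus Ro 20-1724 25 µM · Compound dosing – one concentration, 3.6 µM, in 0.4% DMSO · Schedule – compound incubation 1 h at room temperature, readout 45 min post-stimulation · Technique – fluorescence, membrane potential probe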
NPY-Y2 PAM-ag – human NPY-Y2 potentiation or agonism, primary screen; activation, % at 3.6 µM; actives 0.45% (n = 220,000); cells expressing NPY-Y2, potentiator/agonist read-out; AID 1359; P49146; in the data active = activation above about 27%;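 also: cells stimulated with NPY near EC25 plus isoproterenol at EC100; 0% = vehicle plus submaximal agonist and 100% = vehicle plus saturating agonist; some results beyond the cut were filed as inactive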
S1P4 antagonist – human S1P4 receptor antagonism; S1P4-expressing cells, antagonist mode, reporter read-out; inhibition, % at 4.98 µM; actives 0.26% (n = 220,000); in the data active = inhibition above about 29%;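 also: 0% = wells stimulated with agonist and 100% = vehicle wells without agonist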
PGE2 EP2 inh – inhibitors of human EP2 prostaglandin E2 receptor | C6 glioma cells expressing human EP2, cAMP TR-FRET; cells stimulated with saturating PGE2 | inhibition, % at 25 µM | AID 1422 | P43116 | actives 0.52% (n = 260,000);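 active = percent inhibition above 40 after rounding to a whole number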;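 also: rat C6 glioma host cells with rolipram phosphodiesterase inhibitor present; the protocol text gives 20 µM as final concentration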
eIF4E-4G inh – blocks eIF4E binding to eIF4G | actives 0.37% (n = 220,000) | inhibition, % at 21.7 µM | AID 782 | P63073+Q04637 | TR-FRET eIF4E-eIF4GI(517-606) binding, 2 h;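 active = inhibition above about 30%, limit read from the data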;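 also: 0% = full FRET control wells and 100% = background wells lacking eIF4GI fragment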
* hit, by the source's call; / = no result given; & = joins results of further samples; [ ] = another dose, or the depositor's remark. An excerpt; count on the stated rates, not on these rows.

entry	molecule	p97 inhibitor	NPY1 pot ag	S1P4 agonist	EP2 mod	NPY-Y1 antag	NPY-Y2 PAM-ag	S1P4 antagonist	PGE2 EP2 inh	eIF4E-4G inh
1	Brc1ccc(-c2nnc3sc(CN4CCC5(CC4)OCCO5)cn23)cc1	-2	-78	-2.4	-1	5	-6	-7	7	3[fluorescence artefact?]
2	C/C(=C1/SC(N2CCOCC2)=NC1=O)c1ccc(Cl)cc1	0	-13	1.7	15	-2	-5	1	11	-10
3	COc1ccccc1Nc1nc(C)cc(C)c1C(N)=O	4	-16	1.8	8	-4	-5	-2	18	2
4	CCC(CC)C(=O)N1CC(=O)Nc2ccc(Br)cc2C1c1ccccc1 (stereo not given)	2	16	2.7	-4	0	5	-11	8	0
5	COc1ccc2ccccc2c1CNCCCN1CCOCC1	-6	-31	-1.3	4	14	-15	-2	5	2
6	NS(=O)(=O)c1ccc(O)c(N2C(=O)c3cccc4c(C(=O)O)ccc(c34)C2=O)c1	1	-7	0.2	16	3	1	-9	4	0
7	C=CCNC(=O)CSc1nc2scc(-c3ccco3)c2c(=O)n1CC=C	7	-8	-0.8	-35	/	9	4	10	-18
8	COc1cc(C2=NOC(C(=O)Nc3ccc(C(C)=O)cc3)C2)cc(OC)c1OC (stereo not given)	1	3	0.9	-39	1	7	-2	10	12
9	Cc1cccc(OCC(=O)Nc2cccc(C(=O)NCC(C)C)c2)c1	-6	0	1.7	-17	-3	-8	-9	5	-15
10	CCOC(=O)c1c(C)oc2c1c(CN1CCN(C(=O)OCC)CC1)c(O)c1ccccc12	-2	-74	-1.4	36	5	-12	-11	10	8[fluorescence artefact?]
11	Cc1ccc(S(=O)(=O)/C(C#N)=C/c2c(N3CC(C)OC(C)C3)nc3ccccn3c2=O)cc1 (stereo not given)	0	18	-0.6	24	-5	15	0	3	2
12	O=C(COc1ccc(Cl)cc1)NCc1nnc(SCC(=O)Nc2ccccc2F)o1	1	4	1.1	7	-3	4	10	5	-2
13	COC(=O)c1ccccc1NC(=S)NC(NC(=O)c1ccco1)C(Cl)(Cl)Cl (stereo not given)	-2	-2	1.6	-1	-1	11	-8	7	1
14	Cc1ccc(S(=O)CCNC(=O)Cc2ccccc2)cc1 (stereo not given)	1	3	0.7	-12	0	7	-4	10	-11
15	CCOC(=O)c1[nH]c(COC(=O)c2ccccc2NC(=O)c2ccco2)c(C(=O)OCC)c1C	1	-8	1.6	30	3	-5	2	8	2

The last 2 entries of the part before come first, to join the parts:
entry	molecule	p97 inhibitor	NPY1 pot ag	S1P4 agonist	EP2 mod	NPY-Y1 antag	NPY-Y2 PAM-ag	S1P4 antagonist	PGE2 EP2 inh	eIF4E-4G inh
14	Cc1ccc(S(=O)CCNC(=O)Cc2ccccc2)cc1 (stereo not given)	1	3	0.7	-12	0	7	-4	10	-11
15	CCOC(=O)c1[nH]c(COC(=O)c2ccccc2NC(=O)c2ccco2)c(C(=O)OCC)c1C	1	-8	1.6	30	3	-5	2	8	2
16	COc1ccc(C(=O)NCCN2CCCC2)cc1OC	-4	-16	2.7	9	4	5	-32	3	1[fluorescence artefact?]
17	CN1C(=O)c2ccc(S(=O)(=O)c3ccc(C(=O)O)cc3)cc2C1=O	3	-1	0.1	36	4	0	-2	15	4
18	O=C(N/N=C/c1cc([N+](=O)[O-])ccc1O)c1cc(-c2ccccc2)nc2ccccc12	1	-3	0.8	18	3	10	-9	1	9
19	COc1ccccc1/C=C/CN1CCCC(CCC(=O)NCc2ccccc2F)C1 (stereo not given)	0	-41	-2.5	-39	15	-33	-9	5	4
20	CCOC(=O)c1nc(-c2ccccc2)sc1C(C)=O	4	-16	1.5	-26	/	-8	15	12	1
21	Cc1cc(O)c(NC(=O)c2cc([N+](=O)[O-])ccc2Cl)cc1C	8	15	0.0	-65	-7	6	-8	6	2
22	Cc1ccc(S(=O)(=O)NC(C(=O)OCC(=O)NC(=O)c2cccn2C)C(C)C)cc1 (stereo not given)	-7	0	0.1	0	0	-1	-8	6	-1
23	Cc1cc(C)nc(Sc2ccc([N+](=O)[O-])cc2[N+](=O)[O-])n1	8	5	0.1	-9	7	6	2	2	0
24	COc1ccc(/C=C/C(=O)NCC(=O)N/N=C/c2cccnc2)cc1	0	5	-0.6	-10	-1	11	5	6	-3
25	Cc1cc(N2CCC(C)CC2)nc(-c2ccccc2O)n1	-4	-1	0.1	33	/	-20	-8	2	-4
26	CC(C)OC(=O)CN1C(=O)c2ccccc2C1=O	4	3	-1.6	21	4	7	-15	9	10
27	Cc1ccc(S(=O)(=O)ON2C(=O)c3ccccc3C2=O)c(C)c1	3	-18	0.9	11	4	3	-15	14	15
28	Cc1ccc(Nc2nc(CSc3nnnn3-c3ccccc3)cs2)cc1	0	-10	-1.0	-4	6	-1	4	3	-3
29	CN(CCC#N)C(=O)CSc1nnc(-c2ccco2)n1N	-5	-9	-2.1	21	-1	-9	5	4	2
30	Fc1ccc(NC(=S)N2CCn3cccc3C2c2cccnc2)cc1 (stereo not given)	4	9	0.3	-84	-1	10	-33	8	3

An excerpt from above in order of molar mass, highest first.
entry	molecule	p97 inhibitor	NPY1 pot ag	S1P4 agonist	EP2 mod	NPY-Y1 antag	NPY-Y2 PAM-ag	S1P4 antagonist	PGE2 EP2 inh	eIF4E-4G inh
18	O=C(N/N=C/c1cc([N+](=O)[O-])ccc1O)c1cc(-c2ccccc2)nc2ccccc12	1	-3	0.8	18	3	10	-9	1	9
30	Fc1ccc(NC(=S)N2CCn3cccc3C2c2cccnc2)cc1 (stereo not given)	4	9	0.3	-84	-1	10	-33	8	3
21	Cc1cc(O)c(NC(=O)c2cc([N+](=O)[O-])ccc2Cl)cc1C	8	15	0.0	-65	-7	6	-8	6	2
23	Cc1cc(C)nc(Sc2ccc([N+](=O)[O-])cc2[N+](=O)[O-])n1	8	5	0.1	-9	7	6	2	2	0
25	Cc1cc(N2CCC(C)CC2)nc(-c2ccccc2O)n1	-4	-1	0.1	33	/	-20	-8	2	-4
20	CCOC(=O)c1nc(-c2ccccc2)sc1C(C)=O	4	-16	1.5	-26	/	-8	15	12	1

Additional compounds follow.
entry	molecule	p97 inhibitor	NPY1 pot ag	S1P4 agonist	EP2 mod	NPY-Y1 antag	NPY-Y2 PAM-ag	S1P4 antagonist	PGE2 EP2 inh	eIF4E-4G inh
31	COc1ccc(-c2cccc(C(=O)Nc3ccccc3C)c2)cc1	3	0	1.2	24	7	-1	-15	6	0
32	COc1ccc(-c2nc(-c3cccnc3)no2)cc1	-2	11	-0.2	-14	/	-5	4	8	-4
33	CCCCOc1ccccc1NC(=O)CC1SC(=NCC)N(CC)C1=O (stereo not given)	-3	-2	0.8	-6	9	0	6	6	7
34	O=C(C1CC1)N1CCN=C1SCc1cccc(F)c1	5	-4	0.0	-6	7	11	7	13	-2[fluorescence artefact?]
35	Cn1c(=O)c2ncn(CC(=O)NCCOc3ccccc3)c2n(C)c1=O	-2	-7	-1.3	-1	-1	4	-16	5	-5[fluorescence artefact?]
36	O=C(CC1C(=O)N(c2ccc(Cl)cc2)C(=S)N1CCc1ccncc1)Nc1ccc(F)cc1 (stereo not given)	-1	61*	0.5	-30	-8	52*	-1	11	-9
37	Cc1nccn1CC(O)Cn1c2ccccc2c2ccccc21 (stereo not given)	-1	-36	0.2	-5	10	-15	5	12	-2
38	CCOCCCNc1nc2c(C)cccn2c(=O)c1/C=C1\SC(=S)N(C(C)CC)C1=O (stereo not given)	1	-17	0.4	10	/	-8	2	24	2
39	CCN(CC)CCCN(Cc1cc2cc(OC)ccc2[nH]c1=O)C(=O)Nc1ccc(F)cc1	1	-8	-0.5	-34	-3	14	9	/	3
40	CC1CC(C)CN(CCCNC(=O)c2ccc(CS(=O)(=O)Cc3ccccc3F)o2)C1 (stereo not given)	3	3	1.4	-3	0	6	-10	7	-6
41	COc1cc(-c2nnc(SCC(=O)N3c4ccccc4Sc4ccccc43)o2)cc(OC)c1OC	0	-14	2.0	2	3	7	-13	0	4[fluorescence artefact?]
42	O=C(CCc1cnccn1)NC1CCCc2c1cnn2-c1ccc(F)cc1F (stereo not given)	1	-11	-0.1	-10	-2	1	3	7	0
43	CC(=O)NC1C(Oc2ccccc2C)OC2COC(c3ccco3)OC2C1O (stereo not given)	7	-1	-1.6	-20&7	-1	19	-11	6&12	3
44	COc1ccccc1N1C(N)=NC(N)=NC1(C)C	6	-4	4.6	4	2	2	-23	5	1
45	COc1c(Cl)cnn(-c2ccccc2)c1=O	4	-3	0.9	1	-1	10	-8	9	-2
46	COc1cc2c(cc1OC)CN(C(=O)NS(=O)(=O)c1ccc(C)cc1)CC2	4	-1	0.7	16	5	9	-8	6	11
47	CC1SCC(=O)N(CC(=O)Nc2ccc3c(c2)OCO3)C1=O (stereo not given)	7	0	-0.3	6	2	7	-18	7	0
48	O=C(Nc1ccc2oc(=O)ccc2c1)c1cc2ccccc2o1	2	-2	-0.2	-56	6	-4	-1	5	-4[fluorescence artefact?]
49	Cc1noc(C)c1-c1nc(CS(=O)(=O)c2ccccc2)no1	3	7	-0.2	-16	/	4	-4	7	1
50	Cc1ccc(-c2nnc(N3CCCCC3)c3ccccc23)cc1S(=O)(=O)NCC1CCCO1 (stereo not given)	-6	8	0.1	20	4	-10	-18	7	3[fluorescence artefact?]
51	COc1ccc(C2CC(C)(c3ccc(OC)cc3)Nc3ccccc3N2)cc1 (stereo not given)	7	5	1.1	-4	/	-29	-60	8	3
